Source: PubChem (several laboratories)
APP 5'UTR act: activators of APP 5'UTR luciferase reporter, primary screen, SH-SY5Y cells; SH-SY5Y APP 5'UTR luciferase reporter, luminescence; zero percent = DMSO vehicle wells; activation, % at 2 µM; 1% of 190,000 active; AID 1276, 2008;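 active = activation above a set limit, based on mean plus 3 SD of controls, cut at about 140% in these data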; note: values of inactives mirror those of a sister screen read the other way
FLuc inhib CS: firefly luciferase enzyme inhibitors, primary screen, artefact control for luciferase-based inhibitor screens, biochemical, luminescence, ATPLite; Luciferin 4-monooxygenase (Photinus pyralis), P08659; 10 min; inhibition, % at 10 µM; 1.5% of 200,000 active; AID 1006, 2008;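 active = inhibition above about 50% when tested at 10 µM, limit read from the data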
Target sequence (P08659 whole entry, looked up): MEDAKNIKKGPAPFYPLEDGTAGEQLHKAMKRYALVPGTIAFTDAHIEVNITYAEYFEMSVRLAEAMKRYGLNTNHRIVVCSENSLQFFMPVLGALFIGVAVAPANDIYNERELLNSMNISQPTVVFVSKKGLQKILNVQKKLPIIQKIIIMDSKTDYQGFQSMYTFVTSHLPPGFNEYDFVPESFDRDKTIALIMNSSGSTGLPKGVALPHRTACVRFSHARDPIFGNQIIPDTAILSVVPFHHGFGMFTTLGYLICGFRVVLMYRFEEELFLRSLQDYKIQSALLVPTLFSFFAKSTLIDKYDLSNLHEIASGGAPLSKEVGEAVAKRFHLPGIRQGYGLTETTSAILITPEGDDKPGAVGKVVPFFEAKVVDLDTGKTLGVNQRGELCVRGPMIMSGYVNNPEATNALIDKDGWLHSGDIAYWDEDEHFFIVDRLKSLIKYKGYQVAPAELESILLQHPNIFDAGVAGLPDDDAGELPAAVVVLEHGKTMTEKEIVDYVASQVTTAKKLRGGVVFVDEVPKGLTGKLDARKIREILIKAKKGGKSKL
Hsp70 activator: Hsp70 transcriptional activators, primary screen, cell-based, HeLa, Hsp70 promoter luciferase, luminescence, 10 µM. HeLa Hsp70 promoter luciferase reporter; scaled: vehicle 0, proteasome-inhibitor control 100%. activation, % at 10 µM. AID 1203, 2008. 0.04% of 200,000 active;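 active = activation above the mean across all tested compounds plus 3 SD, cutoff set per campaign, cut at about 5.5% in these data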;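 note: 100% = MG132 at 30 µM as the positive control and 0% = DMSO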
RAM network inh: inhibitors of the yeast RAM network, primary screen, dse1pr::URA3 reporter, 5-FOA selection | 1.8% of 190,000 active | inhibition, % at 50 µM | S. cerevisiae dse1pr::URA3 reporter, 5-FOA growth OD615, 2 d; analog-sensitive cbk1-as2 kinase mutant strain;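 active = inhibition above a set limit, 3 SD over mean compound inhibition, cut at about 8.4% in these data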;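 note: 0% = DMSO-only wells with no growth and 100% = 10 µM 1-NA-PP1 full growth; inhibition rescues growth on 5-FOA so higher OD means more RAM inhibition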
NF-kB neuron act: activators of NF-kB expression in neurons, primary screen, cell-based, HTS. human neuronal cells, NF-kB reporter expression; hits give high values. fold change at 12.5 µM. 1.6% of 190,000 active. AID 1239, 2008; in the data active = fold change above about 3.3
STAT3 inh: IL-6 driven STAT3 reporter inhibitors, primary screen, U3A cells, luciferase, luminescence, MLSCN library; IL-6 STAT3-luciferase reporter; host cell line lacks STAT1; inhibition, % at 5.5 µM; 0.89% of 190,000 active;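 active = inhibition above the mean inhibition across all screened compounds plus 3 SD, cut at about 44% in these data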;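 note: 0% = DMSO only wells and 100% = 100 µM nifuroxazide control wells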
APP transl inh: inhibitors of APP translation via 5'UTR reporter, primary screen, APP 5'UTR luciferase, SH-SY5Y cells; 0.82% of 190,000 active; inhibition, % at 2 µM; SH-SY5Y APP 5'UTR-luciferase reporter, luminescence; AID 1285, 2008;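 active = inhibition above a set limit, derived from the sample mean plus 3 SD, cut at about 45% in these data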; note: values of inactives mirror those of a sister screen read the other way
STAT1 act: STAT1 signaling activators, primary screen, cell-based, HTS, luciferase reporter; 2.6% of 200,000 active; NIH 3T3 STAT1-luciferase reporter, IFN-gamma, luminescence; 100% = IFN-gamma alone, no compound; activation (% of control), % at 5.5 µM;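 active = activation above the screen-wide mean activation plus 3 SD, cut at about 130% in these data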;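 note: raw ratio to IFN-gamma control signal so 100% means no change and 0% no light; values of inactives mirror those of a sister screen read the other way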
STAT3 act: IL-6 driven STAT3 reporter potentiators, primary screen, U3A cells, luciferase, luminescence, MLSCN library. 0.91% of 190,000 active. activation (% of control), % at 5.6 µM. IL-6 STAT3-luciferase reporter; 100% = signal with IL-6 EC80 alone;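 active = activation above the screen-wide mean of compound activation plus 3 SD, cut at about 130% in these data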;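 note: 0% = background luminescence of wells with medium and substrate only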
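Material: human U3A cells carrying STAT3-luciferase construct. Measured by: reporter luminescence signal. Timing: compound 1 h, then IL-6 6 h at 37 °C.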
STAT1 blocker: STAT1 signaling inhibitors, primary screen, cell-based, HTS, luciferase reporter; NIH 3T3 STAT1-luciferase reporter, IFN-gamma, luminescence; inhibition, % at 5.5 µM; 0.35% of 200,000 active;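 active = inhibition above a set limit, the mean inhibition across all tested compounds plus 3 SD, cut at about 34% in these data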;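 note: 0% = IFN-gamma with DMSO and 100% = IFN-gamma with 300 µM nifuroxazide; values of inactives mirror those of a sister screen read the other way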
Numbers without * were called inactive; . = not tested or not shown. Hits appear at their usual frequency (roughly 7.7% active in at least one column).

item	compound	APP 5'UTR act	FLuc inhib CS	Hsp70 activator	RAM network inh	NF-kB neuron act	STAT3 inh	APP transl inh	STAT1 act	STAT3 act	STAT1 blocker
1	CCOC(=O)C1=C(C)NC(=O)NC1c1ccc(N2CCC(c3ccccc3)=N2)cc1 (configuration not stated)	24.4	0.0	0.4	6.5	1.16	-3.5	-24.4	113.4	108.3	-17.3
2	CCCNC(=O)COC(=O)c1ccccc1C(=O)c1ccc(Cl)c([N+](=O)[O-])c1	-33.4	-8.6	4.3	6.5	0.96	14.2	33.4	79.8	93.4	20.5
3	CC(C)(C)C(=O)NC1=NCCS1	-17.5	-2.8	-0.3	1.5	0.97	9.2	17.5	93.5	95.6	7.1
4	OC(CON=C1c2ccccc2-c2ccccc21)CN1CCNCC1 (configuration not stated)	0.7	-6.0	-0.1	1.0	0.63	6.1	-0.7	94.7	99.6	3.7
5	Cc1cccc(NC(=S)NC2CC3CCCC(C2)N3Cc2ccco2)c1 (configuration not stated)	10.1	-5.6	-0.2	0.4	1.02	4.0	-10.1	97.6	101.5	2.1
6	CSCc1nnc(NC(=O)c2ccc(S(=O)(=O)N(CC(C)C)CC(C)C)cc2)o1	4.0	-9.5	-0.3	4.5	0.62	1.1	-4.0	109.8	102.4	-10.8
7	Cc1ccc(SCc2ccc(C(=O)Nc3cccnc3)cc2)cc1	-5.2	-6.7	-0.4	3.3	1.32	-5.9	5.2	112.6	108.6	-14.3
8	O=C(Nc1nnc(SCc2c(Cl)cccc2Cl)s1)C1CC(=O)N(c2ccc3c(c2)OCCO3)C1 (configuration not stated)	0.7	-2.1	-0.1	2.6	0.69	3.1	-0.7	106.5	101.4	-10.6
9	O=C1CC(c2nc3ccccc3[nH]2)CN1Cc1ccccc1 (configuration not stated)	-6.5	-7.1	0.3	1.2	1.06	9.5	6.5	111.4	96.4	-12.7
10	COc1ccc(C(C#N)N2N=C(C)CC2(C)C)cc1 (configuration not stated)	25.8	-5.8	-0.4	0.9	0.96	3.2	-25.8	100.7	100.2	-0.8
11	COc1ccc(N/C=C/C(=O)c2ccc(Oc3ncccn3)cc2)cc1	-10.4	38.0	0.0	1.9	1.23	27.9	10.4	106.3	85.3	-7.0
12	Nc1cc(=O)[nH]c(SCC(=O)Nc2ccc(S(=O)(=O)N3CCOCC3)cc2)n1	1.0	-3.8	-0.1	-0.4	1	7.5	-1.0	103.5	96.8	-3.9
13	Cc1ccc(C(=O)N/C(=C/c2ccc(Cl)cc2)C(=O)Nc2cccc(C(=O)O)c2)cc1	-6.4	-1.2	-0.1	8.1	1.08	-0.7	6.4	101.7	98.5	-1.9
14	Cn1cccc1P(=O)(c1cccn1C)c1cccn1C	-5.0	-6.3	-0.2	2.2	0.97	3.9	5.0	94.8	100.2	5.7
15	O=C(NCc1ccco1)Nc1ccc2nsnc2c1	4.9	-1.4	-0.2	0.3	0.96	7.4	-4.9	98.4	96.6	1.7
16	CC(=O)c1cn(CCCCCCCCCCn2cc(C(C)=O)c(=O)[nH]c2=O)c(=O)[nH]c1=O	7.3	-5.2	-0.3	3.0	1.07	2.0	-7.3	96.8	104.7	3.5
17	Cc1cccc(Nc2nnc(SCc3cc(=O)n4cc(C)ccc4n3)s2)c1	-2.7	0.3	-0.4	7.2	0.98	7.6	2.7	98.0	93.8	2.3
18	COc1ccc(N(CC(=O)NC2CCCCC2)C(=O)CCCC(=O)Nc2ccccn2)c(OC)c1	4.4	-16.5	-0.1	-0.5	1.13	12.1	-4.4	101.4	95.1	-0.2
19	COc1ccc(NS(=O)(=O)c2ccc(OC)c(N(C)S(=O)(=O)c3ccc(Cl)cc3)c2)cc1	4.1	-1.7	-0.2	5.7	1.07	42.4	-4.1	76.2	69.3	26.6
20	CCOC(=O)CSc1nnc(CSc2nc3sc4c(c3c(=O)[nH]2)CCC4)n1-c1ccccc1	-5.0	-9.4	-0.3	1.2	1	3.8	5.0	104.2	101.9	-4.6
21	N#CCCN1CCN(C(=S)c2ccc(-c3ccc(Cl)c(Cl)c3)o2)CC1	16.2	0.0	-0.4	1.9	1.59	2.9	-16.3	109.1	100.8	-10.0
22	CCOC(=O)CSc1nnc(-c2ccc([N+](=O)[O-])cc2)o1	5.4	3.0	-0.1	0.4	1.11	-8.2	-5.4	92.8	111.1	6.2
23	CC(=O)c1cc2c(cc1NC(=O)CSc1nnc(C)s1)OCO2	-2.2	-4.7	0.1	4.0	0.95	1.1	2.2	102.7	100.2	2.7
24	Cc1ccc(C(=O)N2CCCC2)cc1S(=O)(=O)Nc1cccc(C)c1C	-3.9	-8.9	0.0	-1.5	0.93	1.7	3.9	101.6	104.2	-3.9
25	COc1c(Cl)cnn(-c2ccc(C)cc2)c1=O	-13.2	0.8	-0.4	-0.1	1.24	7.4	13.2	99.9	98.7	0.1
26	CC(C)COc1ccc(S(=O)(=O)NNC(=O)c2cc3ccccc3o2)cc1	-15.0	-4.7	0.1	0.7	1.1	-8.3	15.0	101.9	104.7	-2.2
27	Cc1ccc(C(C)C)c(OCC(O)CN2CCOCC2)c1 (configuration not stated)	-4.3	-5.7	0.1	-0.4	0.99	12.0	4.3	102.4	93.5	-2.7
28	N=c1n(CCO)c2ccccc2n1Cc1ccccc1Cl	-0.4	1.5	-0.2	2.3	0.92	-1.1	0.4	97.1	103.2	3.2
29	Cc1ccc(C2(CCNC(C)c3cccs3)CCOC(C(C)C)C2)cc1 (configuration not stated)	8.0	-5.4	-0.3	0.4	1.14	-6.9	-8.0	98.7	109.9	-1.5
30	CCCn1c(C(C)NC(C)=O)nc2ccccc21 (configuration not stated)	-29.1	-6.6	-0.3	2.6	1.45	-4.3	29.1	108.8	102.8	-12.6
31	O=C(NNC(=S)Nc1cccc(C(F)(F)F)c1)c1ccccc1Cl	-19.2	-1.5	-0.2	1.2	1.09	18.4	19.2	95.9	85.3	4.6
32	COc1ccc(-c2ccc(-c3noc(C4CCCCC4)n3)c(OC)n2)cc1	-9.2	-5.3	0.1	15.8*	0.93	-6.7	9.2	105.3	108.2	-5.8
33	COc1ccc(NC(=O)CSc2ccc(C)cc2)cc1	28.8	3.8	0.0	1.3	1.45	-6.8	-28.8	107.1	106.4	-7.7
34	Cc1noc(C(=O)Nc2sc3c(c2C#N)CCC3)c1Cl	20.5	30.1	-0.1	1.6	1.2	2.4	-20.5	102.2	105.4	-2.5
35	Cc1c(F)cccc1NS(=O)(=O)c1ccc2c(c1)NC(=O)CO2	0.4	-5.4	-0.1	2.5	1.06	-2.5	-0.4	92.6	107.4	7.6
36	CCOC(=O)C(NC(=O)Nc1ccc(Cl)cn1)(Oc1ccc(F)cc1)C(F)(F)F (configuration not stated)	7.0	-8.0	-0.4	1.6	1.11	10.7	-7.0	89.0	91.8	12.2
37	Cc1csc(NC(=O)CCS(=O)(=O)c2ccc(Br)cc2)n1	12.8	-5.1	-0.6	2.8	1.18	5.2	-12.8	94.3	99.8	6.2
38	O=C(CSCc1cccc(Br)c1)N1CCOCC1	16.6	-5.4	-0.4	0.9	1.46	2.3	-16.6	112.9	101.5	-14.1
39	c1ccc(Oc2nc(N3CCOCC3)nc(N3CCOCC3)n2)cc1	.	-9.4	-0.3	2.6	0.94	-0.9	.	97.0	107.0	3.2
40	N#CNC1=NCN(Cc2ccccc2)CN1	-11.1	-0.5	-0.3	0.8	1.16	-2.6	11.1	102.0	106.4	-2.2
41	COc1ccc(OC)c(/C=N/NC(=O)c2[nH]nc3c2CCc2ccccc2-3)c1	-5.5	-5.4	-0.2	2.5	1.08	14.8	5.5	98.0	86.0	2.2
42	CCOC(=O)C1=C(C)NC(=O)CC1c1ccccc1 (configuration not stated)	6.6	-1.3	-0.7	2.7	1.06	1.5	-6.6	99.9	99.6	0.1
43	CCOc1ccc(CC(=O)NNC(=O)NC2CCCCC2)cc1	-4.0	-7.5	-0.1	0.1	1.01	4.0	4.0	100.8	102.1	-3.0
44	C/C=C(\C)C(=O)NCCN1C2=NC[C@@H](C)N2C[C@H]1Cc1ccc(O)cc1	5.3	-7.7	-0.1	1.3	0.9	.	-5.3	97.8	.	3.9
45	CCOC(=O)C(CCC#N)(CCC#N)C(=O)OCC	0.3	-3.7	-0.3	0.0	0.83	1.0	-0.3	103.6	102.0	-3.9

Single records, as listed above. Screens in order: APP 5'UTR act | FLuc inhib CS | Hsp70 activator | RAM network inh | NF-kB neuron act | STAT3 inh | APP transl inh | STAT1 act | STAT3 act | STAT1 blocker
`COc1ccc(-c2ccc(-c3noc(C4CCCCC4)n3)c(OC)n2)cc1` is entered as -9.2 | -5.3 | 0.1 | 15.8* | 0.93 | -6.7 | 9.2 | 105.3 | 108.2 | -5.8
`CCOC(=O)C(NC(=O)Nc1ccc(Cl)cn1)(Oc1ccc(F)cc1)C(F)(F)F` (configuration not stated) is entered as 7.0 | -8.0 | -0.4 | 1.6 | 1.11 | 10.7 | -7.0 | 89.0 | 91.8 | 12.2
`CCOC(=O)C(CCC#N)(CCC#N)C(=O)OCC` is entered as 0.3 | -3.7 | -0.3 | 0.0 | 0.83 | 1.0 | -0.3 | 103.6 | 102.0 | -3.9

Further compounds follow.
item	compound	APP 5'UTR act	FLuc inhib CS	Hsp70 activator	RAM network inh	NF-kB neuron act	STAT3 inh	APP transl inh	STAT1 act	STAT3 act	STAT1 blocker
46	CCOC(=O)CCNC(=O)N1CCCC(CCC(=O)N(C)CCc2ccccn2)C1 (configuration not stated)	9.7	-2.0	-0.3	-0.1	1.16	7.2	-9.7	96.8	97.6	1.9
47	O=C(c1ccccc1)N1CCN(CC(O)COC2CCCCC2)CC1 (configuration not stated)	16.7	-5.9	-0.2	0.2	0.97	-0.9	-16.7	98.2	100.3	2.0
48	Cc1ccc2nc(C(=O)O)c(C(=O)O)nc2c1	1.6	-7.2	-0.3	-0.6	0.94	-1.9	-1.6	101.0	101.8	-1.0
49	O=C(Nc1ccc2c(c1)nc1n2CCSC1)c1ccccc1	119.8	79.9*	-0.2	0.5	3.33*	41.6	-119.8	116.2	68.8	-17.6
50	Cc1cc(C)c2sc(N(CCCN(C)C)C(=O)CN3C(=O)c4ccccc4C3=O)nc2c1	-21.1	-1.2	0.3	-1.3	1.27	4.8	21.1	106.2	99.3	-7.0
51	C/C(CC(=O)NC12CC3CC(CC(C3)C1)C2)=N\NC(=O)c1ccc(C)cc1	8.5	-6.9	0.1	0.4	1.23	3.7	-8.5	108.9	100.7	-11.4
52	COc1cc(Br)cc2cc(C(=O)N3CCN(C(=O)c4ccco4)CC3)c(=O)oc12	-6.7	-3.2	-0.3	0.1	1.38	9.3	6.7	101.4	97.0	-1.5
53	COc1ccc(CCNC(=O)c2ccc(Cl)cc2Cl)cc1OC	18.0	0.5	-0.3	1.6	1.26	0.1	-18.0	102.2	101.9	-1.8
54	CCSc1nnc(NC(=O)C2CC(=O)N(Cc3ccc(C)cc3)C2)s1 (configuration not stated)	8.5	2.0	-0.2	-1.1	1.19	-0.2	-8.5	99.8	105.4	-2.0
55	CCOC(=O)c1sc(NC(=O)CSc2nc3c(cc2C#N)CCCCCC3)c(C#N)c1C	-1.3	-6.4	-0.4	2.9	0.96	11.7	1.3	98.7	97.5	1.4
